# Screens (PubChem)
# Cardio protect = protects H9c2 cardiomyocytes from peroxide injury. H2O2 injury protection, ATPLite, 2 h. protection from H2O2 cell death, % at 20 µM. hit rate 0.63% among 360,000;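 active means compounds giving at least 50% protection of heart cells from peroxide-induced death in the single-dose screen, raw or plate-pattern-corrected value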;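 further: 0% = DMSO wells with peroxide and 100% = DMSO wells without peroxide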
# Glyco luc inh = N-linked glycosylation inhibition. AID 588692. reporter increase, % at 12.5 µM. D54 ERlucT glycosylation luciferase reporter, 24 h; percent of 100 nM tunicamycin response. hit rate 0.23% among 360,000;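 active means mean luciferase reporter signal, scaled so untreated is 0 and the glycosylation-blocking control 100, at or above a set limit in every replicate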;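 further: luciferase carries N-glycosylation sites so blocking glycosylation raises the light; 0% = median of neutral control wells and 100% = median of 100 nM tunicamycin wells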
# MC4R antagonist = human MC4R antagonism in cAMP assay | MC4R-expressing cells, MTII-stimulated cAMP, LANCE TR-FRET | P32245 | inhibition, % at 6.5 µM | hit rate 0.48% among 360,000;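 active means inhibition above its plate's cutoff, the mean of tested wells on that plate plus 3 SD, cut at about 29% in these data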;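 further: 0% = Melanotan II alone and 100% = Melanotan II plus saturating MCL0020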
#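 system = U2OS cells with stable human MC4R expression | also added = Melanotan II challenge after compound preincubation | dosing = one concentration, 6.5 µM nominal | incubation = compound 30 min, challenge 1 h, detection 1 h | measured by = TR-FRET with Eu-cAMP and labeled anti-cAMP, 671 nm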
# HTR2A ag = activates the mouse 5-HT2A serotonin receptor. hit rate 0.66% among 360,000. AID 624169. CHO-K1 mHTR2A beta-arrestin complementation, luminescence; percent of 30 µM serotonin response. activation, % at 7.6 µM. P35363;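 active means activation above a run cutoff, the mean activation of all tested compounds plus 3 SD, cut at about 14% in these data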;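 further: 0% = plate median of compound wells and 100% = 30 µM serotonin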
# Vif inh = inhibitors of HIV Vif. HEK293T cells, Vif self-association by quenched fluorescence, imaging, 24 h. inhibition, % at 7.49 µM. hit rate 0.35% among 340,000. AID 602346; in the data active means inhibition above about 50%, passing the limit was not always enough; further: some results filed as inactive read as strong as hits
# PDI turbidity = blocks human protein disulfide isomerase activity; P07237; PDI insulin aggregation turbidity, A650, 90 min; inhibition, % at 10 µM; hit rate 0.052% among 350,000;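 active means mean inhibition across replicates of 30% or more, whatever share of single replicates reach that level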;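 further: absorbance from insulin aggregation driven by PDI reduction with DTT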
# aDG glyco act = increases alpha dystroglycan glycosylation; Pro5-aDG cells, alpha-DG glycosylation AlphaScreen (IIH6); 0% Pro5, 100% B10-LARGE cell signal; activation, % at 10 µM; hit rate 0.22% among 360,000;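 active means activation of at least 8% versus controls, or a plate z-score of at least 8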;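 further: Pro5 are CHO cells carrying HIG-tagged alpha-DG that lacks glycosylation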
# MC4R barr agon = activates human MC4R beta-arrestin recruitment | hit rate 0.98% among 360,000 | activation, % at 8.9 µM | U2OS MC4R beta-arrestin complementation, luminescence; percent of melanotan II response, DMSO zero;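 active means activation above a per-plate cutoff, the mean activation of sample wells on that plate plus 3 SD, cut at about 8% in these data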
# ABCB6 inh MLPCN = inhibitors of human ABC transporter ABCB6; Q9NP58; K562-ABCB6 porphyrin accumulation, flow cytometry, 1 h; hits give low values; fluorescence ratio to DMSO, % at 10 µM; hit rate 0.19% among 360,000; AID 602162;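 active means fluorescence ratio to DMSO below 75%, the collection mean minus 3 SD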;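 further: signal is porphyrin accumulated inside mitochondria; 100% equals median channel fluorescence of DMSO control wells; lower ratio means ABCB6 inhibition with less porphyrin fluorescence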
# Target sequence (Q9NP58 whole entry, looked up): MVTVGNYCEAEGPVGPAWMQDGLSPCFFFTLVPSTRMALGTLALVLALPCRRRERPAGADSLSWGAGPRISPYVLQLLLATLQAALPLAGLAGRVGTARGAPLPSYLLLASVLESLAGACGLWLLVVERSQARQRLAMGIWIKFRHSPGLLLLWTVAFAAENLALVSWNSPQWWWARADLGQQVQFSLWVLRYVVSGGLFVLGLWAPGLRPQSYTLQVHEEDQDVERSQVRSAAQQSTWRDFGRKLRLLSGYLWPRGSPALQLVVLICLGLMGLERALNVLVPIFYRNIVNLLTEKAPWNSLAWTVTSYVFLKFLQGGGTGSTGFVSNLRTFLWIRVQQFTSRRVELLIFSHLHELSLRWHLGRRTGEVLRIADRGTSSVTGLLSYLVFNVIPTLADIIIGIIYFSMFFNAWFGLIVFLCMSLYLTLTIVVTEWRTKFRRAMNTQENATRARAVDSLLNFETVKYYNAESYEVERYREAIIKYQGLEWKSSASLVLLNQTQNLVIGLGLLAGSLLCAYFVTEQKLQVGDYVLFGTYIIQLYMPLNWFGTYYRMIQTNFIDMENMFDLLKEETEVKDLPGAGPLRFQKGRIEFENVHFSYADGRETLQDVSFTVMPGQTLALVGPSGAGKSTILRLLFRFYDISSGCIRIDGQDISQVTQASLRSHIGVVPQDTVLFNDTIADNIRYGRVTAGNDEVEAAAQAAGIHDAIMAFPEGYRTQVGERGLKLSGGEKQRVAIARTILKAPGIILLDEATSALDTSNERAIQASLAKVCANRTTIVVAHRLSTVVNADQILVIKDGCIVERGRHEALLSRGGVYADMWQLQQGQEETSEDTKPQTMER
# CaV13 ICDI inh = Primary screen for inhibitors of IQ motif and Ca2+-dependent inactivation inhibitor domain binding in CACNA1D, Förster resonance energy transfer in living cells, … | hit rate 0.098% among 340,000 | HEK cells, CFP/YFP FRET ICDI-IQ, plate reader, 10 min; percent FRET-ratio fall versus neutral wells | inhibition, % at 12.3 µM;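 active means mean replicate inhibition of at least 30% and at least 1% of replicates passing that level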;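 further: 0% = median of the neutral control wells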
# * hit, by the source's call; / = no result given.
SMILES,Cardio protect,Glyco luc inh,MC4R antagonist,HTR2A ag,Vif inh,PDI turbidity,aDG glyco act,MC4R barr agon,ABCB6 inh MLPCN,CaV13 ICDI inh
Cc1ccc2cc(CN(CCCN(C)C)C(=O)NCc3ccccc3)c(=O)[nH]c2c1C,8.9,24.9,-2.7,-6.8,/,17.7,0.0,-0.2,115.0,/
Cc1cccc(-n2c(SCC(=O)N3CC(=O)Nc4ccccc43)nc3ccccc3c2=O)c1,-1.1,-2.8,-25.4,-2.0,0.1,-0.4,0.0,-1.8,95.0,-19.0
O=C(NC(c1ccc(F)cc1)c1ccc2ccccc2n1)C1CCN(CCOc2ccc(Cl)cc2)CC1 (stereo not drawn),-29.9,-4.4,6.3,-0.7,-2.6,-5.1,0.7,7.9,88.0,-11.2
CCCN(CC(=O)Nc1ccc(F)c(F)c1F)C(=O)C1=COCCO1,-0.2,1.9,11.0,3.0,/,3.6,-0.4,-3.1,99.0,-7.4
Cc1[nH]c2ccccc2c1C(=O)CSc1ccccc1,1.1,3.6,-4.6,-5.0,1.5,-6.7,-0.1,-0.4,99.0,-5.3
CCc1ccccc1Cn1c(=O)oc2cccnc21,4.0,1.6,-2.1,0.9,0.1,-2.1,0.0,-0.8,95.0,-4.1
COc1ccc(S(=O)(=O)Oc2cccc(C(=S)N3CCOCC3)c2)cc1,-5.5,-1.6,12.7,-7.3,-0.6,0.2,0.7,-4.8,100.0,/
COc1ccc2cc([C@H](C)C(=O)OCc3cn(CC(=O)c4ccc(O)cc4)nn3)ccc2c1,-14.5,3.6,2.1,8.1,-9.9,4.7,0.1,-1.8,97.0,-8.3
N#Cc1ccc(CN2CCN(C(=O)c3cccc(S(=O)(=O)N4CCCCCC4)c3)CC2)cc1,-4.2,-3.7,24.9,-4.4,-18.0,-6.6,0.0,-0.3,100.0,-2.8
CCOc1ccc(C(C(=O)NC2CCCC2)N(CCOC)C(=O)CNC(=O)c2ccco2)cc1 (stereo not drawn),0.1,3.2,-4.6,2.3,11.3,-6.3,0.0,-1.9,101.0,-4.3
CCC(=O)Nc1sc(C(=O)Nc2ccccc2OC)c(C)c1C(=O)OC,5.4,4.4,4.8,1.7,5.1,-5.7,-0.2,10.8*,85.0,6.1
O=C(COc1ccc(-c2ccccc2)cc1)N/N=C/c1ccccc1Br,-3.0,-1.3,4.6,-1.5,-1.1,-3.6,-0.2,5.9,94.0,-4.1
O=C(CCN1CCCC1)Nc1ccc(Br)cc1,-4.9,1.2,5.4,-5.9,21.9,7.8,-0.1,-1.3,92.0,0.2
COCCNC(=S)N/N=C(\C)c1ccc(Cl)c(Cl)c1,-10.2,-1.0,-6.9,-2.6,-3.6,5.1,2.0,-2.7,98.0,-4.3
CCCn1c(CCNC(=O)c2cccs2)nc2ccccc21,1.9,-0.1,5.1,-3.2,/,/,0.5,0.2,97.0,-5.5
Cc1cnc(NC(=O)c2nn(C)cc2[N+](=O)[O-])s1,13.9,-5.6,10.3,1.2,-2.0,7.6,0.8,-0.9,97.0,-3.7
O=C1NC[C@H](CCCCN2C[C@H](Cc3ccccc3)N(CC3CCCCC3)C(=O)C2=O)N(CCC2CCCCC2)C1=O,/,/,/,3.4,/,/,0.0,/,99.0,-4.5
O=[N+]([O-])c1ncccc1OCc1ccccc1Br,-2.5,0.9,14.6,3.3,-5.0,-5.3,0.1,-0.9,108.0,-4.0
Cc1ccc(-c2nnc(Nc3ccc4c(c3)OCO4)c3ccccc23)cc1S(=O)(=O)NC(C)C,0.6,-1.5,4.0,2.3,-14.5,9.9,0.2,-2.5,99.0,-4.2
Cc1nn(-c2ccccc2)c(OC(=O)c2cccs2)c1S(=O)(=O)c1ccc([N+](=O)[O-])cc1,6.0,0.8,4.2,-2.8,3.6,2.1,-0.1,-1.8,92.0,-12.7

# Complete entries as entered above:
# Cc1ccc(-c2nnc(Nc3ccc4c(c3)OCO4)c3ccccc23)cc1S(=O)(=O)NC(C)C is entered as Cardio protect: 0.6; Glyco luc inh: -1.5; MC4R antagonist: 4.0; HTR2A ag: 2.3; Vif inh: -14.5; PDI turbidity: 9.9; aDG glyco act: 0.2; MC4R barr agon: -2.5; ABCB6 inh MLPCN: 99.0; CaV13 ICDI inh: -4.2
# COCCNC(=S)N/N=C(\C)c1ccc(Cl)c(Cl)c1 is entered as Cardio protect: -10.2; Glyco luc inh: -1.0; MC4R antagonist: -6.9; HTR2A ag: -2.6; Vif inh: -3.6; PDI turbidity: 5.1; aDG glyco act: 2.0; MC4R barr agon: -2.7; ABCB6 inh MLPCN: 98.0; CaV13 ICDI inh: -4.3

# More structures
SMILES,Cardio protect,Glyco luc inh,MC4R antagonist,HTR2A ag,Vif inh,PDI turbidity,aDG glyco act,MC4R barr agon,ABCB6 inh MLPCN,CaV13 ICDI inh
CCOc1ccc(S(=O)(=O)NCc2cccnc2)cc1NC(=O)c1ccccc1F,-3.8,22.3,-7.2,-7.7,-3.2,3.4,-0.1,0.5,100.0,-3.7
Cc1ccc(NC(=O)[C@H](Cc2ccccc2)NC(=O)C2CCNCC2)cc1,1.0,3.7,13.1,-7.0,5.2,2.5,0.0,-1.3,99.0,-7.0
CCOc1cc2nc(-c3ccc(OC)c(OC)c3)nc(NCCCN3CCOCC3)c2cc1OC,7.0,-2.2,-4.6,-3.9,-4.3,-6.5,0.0,-1.2,99.0,-5.3
CCCCn1c(N)c(N(CC)C(=O)CN2C(=O)NC(C)(c3ccccc3)C2=O)c(=O)[nH]c1=O (stereo not drawn),4.8,-0.1,0.3,-1.9,11.1,-2.4,0.1,-0.6,99.0,-9.8
O=C(Nc1nnc(C2CC2)s1)c1cccnc1Oc1ccc(Cl)cc1,-7.1,0.5,1.8,-1.0,7.0,-1.8,-0.1,-0.6,88.0,-4.1
COc1cc(F)ccc1-c1csc(C(NC(C)=O)c2cccc(F)c2)n1 (stereo not drawn),-3.6,57.7*,4.0,-4.3,0.0,21.4,-0.4,-0.7,96.0,-4.8
O=C(CCCCCCCCC(=O)N/N=C/c1ccco1)N/N=C/c1ccco1,-3.6,0.4,-0.1,5.8,3.3,-8.4,1.5,5.6,106.0,1.0
COc1ccc(S(=O)(=O)NC2CC(C)(C)NC(C)(C)C2)c2ccccc12,1.6,0.4,0.0,-3.6,-7.7,1.9,0.3,0.0,90.0,-5.1
N#CC(Nc1ccccc1)c1ccccc1OCc1ccccc1 (stereo not drawn),-14.7,3.9,-13.8,-4.8,0.3,-6.2,2.9,-2.3,104.0,-3.4
CCCC(=O)Nc1nnc(S(=O)(=O)N(CC)c2ccccc2)s1,-1.0,1.2,17.0,0.5,-15.1,0.8,0.0,1.4,98.0,-4.6

# Random excerpt: 6 entries already listed
SMILES,Cardio protect,Glyco luc inh,MC4R antagonist,HTR2A ag,Vif inh,PDI turbidity,aDG glyco act,MC4R barr agon,ABCB6 inh MLPCN,CaV13 ICDI inh
CCOc1ccc(S(=O)(=O)NCc2cccnc2)cc1NC(=O)c1ccccc1F,-3.8,22.3,-7.2,-7.7,-3.2,3.4,-0.1,0.5,100.0,-3.7
O=C(Nc1nnc(C2CC2)s1)c1cccnc1Oc1ccc(Cl)cc1,-7.1,0.5,1.8,-1.0,7.0,-1.8,-0.1,-0.6,88.0,-4.1
Cc1ccc(NC(=O)[C@H](Cc2ccccc2)NC(=O)C2CCNCC2)cc1,1.0,3.7,13.1,-7.0,5.2,2.5,0.0,-1.3,99.0,-7.0
CCOc1cc2nc(-c3ccc(OC)c(OC)c3)nc(NCCCN3CCOCC3)c2cc1OC,7.0,-2.2,-4.6,-3.9,-4.3,-6.5,0.0,-1.2,99.0,-5.3
CCCC(=O)Nc1nnc(S(=O)(=O)N(CC)c2ccccc2)s1,-1.0,1.2,17.0,0.5,-15.1,0.8,0.0,1.4,98.0,-4.6
COc1cc(F)ccc1-c1csc(C(NC(C)=O)c2cccc(F)c2)n1 (stereo not drawn),-3.6,57.7*,4.0,-4.3,0.0,21.4,-0.4,-0.7,96.0,-4.8

# Next part
SMILES,Cardio protect,Glyco luc inh,MC4R antagonist,HTR2A ag,Vif inh,PDI turbidity,aDG glyco act,MC4R barr agon,ABCB6 inh MLPCN,CaV13 ICDI inh
COc1ccc(CCNC(=O)COC(=O)CCC(=O)c2ccc(F)cc2)cc1,-1.1,1.6,10.2,-1.4,-1.6,5.0,-0.1,-0.6,94.0,-4.0
Cc1cc(-c2c(C)[nH]n(-c3ccccc3)c2=O)n[nH]1,7.2,2.2,-4.3,-5.5,-0.6,4.2,0.0,0.7,100.0,-20.5
COc1ccc(S(=O)(=O)N2CCC(C(=O)NCCC(=O)Nc3cccc(Cl)c3)CC2)cc1,-1.8,1.0,7.1,5.3,-4.0,6.3,0.0,-2.5,103.0,-6.1
Cc1ccc(Cn2cc(-c3ccccc3)nn2)cc1,-3.8,0.9,0.3,-4.2,-12.5,-2.5,0.3,0.1,94.0,18.3
CCOc1cc(NS(=O)(=O)c2ccccc2)c(OCC)cc1NC(=O)c1ccco1,16.2,-1.4,1.8,0.4,-3.7,2.1,0.1,0.1,93.0,-4.9
O=[N+]([O-])c1cccc(Cl)c1NCCNS(=O)(=O)c1ccc(Cl)cc1,-1.5,-2.1,5.6,-1.2,-8.3,10.0,-0.1,4.5,97.0,-9.2
O=C(NCc1ccccc1)C1=C[C@@H](C2CC2)C[C@@H](OCCCCO)O1,-2.5,3.4,-0.4,0.7,0.4,5.5,0.0,-1.5,94.0,-4.2
CCCc1ccc(C(=O)NNc2ccccc2F)cc1,-9.6,1.8,10.8,-0.2,1.9,2.5,0.2,-0.2,100.0,-2.4
Cc1ccc(-c2nnn(CC(=O)NCCc3ccc4c(c3)OCO4)n2)o1,7.9,0.0,1.1,0.7,/,6.1,-0.3,0.5,111.0,/
COc1ccc(/C=C2\SC(=S)N(CCCC(=O)NNC(=O)c3ccccc3O)C2=O)cc1,39.6,-8.9,-2.7,-1.9,24.5,2.7,2.6,2.6,96.0,-5.1
COc1ccc(Cn2c(O)c(C=Nc3ccccc3C(=O)O)c3ccccc3c2=O)cc1,2.8,-2.2,31.9*,10.8,-9.8,1.1,0.7,0.3,100.0,-1.9
CN(C)/C=C/C(=O)c1cccc([N+](=O)[O-])c1,4.4,0.5,-5.2,-1.7,-5.3,-1.9,-0.5,1.2,100.0,-4.0
COc1ccc(S(=O)(=O)NC(C)C(=O)O)cc1 (stereo not drawn),-4.4,4.3,1.6,1.9,-11.7,-3.6,0.3,0.0,98.0,-9.5
